MT1-MMP act inh – blocks activation of human MT1-MMP. P50281. HT1080 RFP-PRO-GFP cells, GFP/RFP ratio fluorescence, overnight; percent of plate control window, DMSO zero. GFP/RFP ratio change, % at 20 µM. 360,000 tested, 0.061% active;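 active means GFP/RFP ratio change of at least 30% with cell ATP level not reduced by more than half and red fluorescence within 50% of control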; further: strong numbers were not always called active
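Assay system: RFP-PRO-GFP reporter HT1080 cells; read-out basis: GFP/RFP fluorescence ratio; benchmarks: DMSO wells and RFP-L50D-GFP cells; doses: 20 µM single dose, 1% DMSO; schedule: overnight cell settling, then overnight compound exposure, 37 °C, 5% CO2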
FAS-TE inh – inhibitors of human fatty acid synthase thioesterase domain. AID 602261. inhibition, % at 15 µM. recombinant FAS-TE, OMFH fluorogenic substrate, fluorescence endpoint. 360,000 tested, 0.67% active;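 active means compounds whose normalised, plate-corrected inhibition of enzyme fluorescence in the single-dose primary screen is 50% or more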;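 further: 0% = DMSO with enzyme and 100% = substrate without enzyme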
SKN-1 block – blocks SKN-1 activity in C. elegans | AID 624304 | C. elegans VP596 Pgst-4::GFP/RFP ratio, acrylamide-induced, 24 h | 360,000 tested, 0.49% active | inhibition, % at 21.8 µM;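 active means interference check ratio from 0.5 to 1.5 plus GFP to RFP signal ratio inhibition reaching or exceeding a fixed threshold, cut at about 30% in these data, passing the limit was not always enough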; further: some compounds called inactive have numbers as strong as hits
MsrA act – activates bovine MsrA enzyme; purified bovine MsrA, absorbance read-out; activation, % at 10.6 µM; 360,000 tested, 0.3% active; in the data active means activation above about 7.5%;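 further: 0% = vehicle and 100% = reference activator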
eLon inh – inhibitors of E. coli Lon protease. purified E. coli Lon protease, fluorescence polarization. P0A9M0. 360,000 tested, 0.42% active. AID 602123. inhibition, % at 7.94 µM; in the data active means inhibition above about 13%, passing the limit was not always enough;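 further: 0% = enzyme with probe and DMSO and 100% = no enzyme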
Neddylation inh – cullin neddylation inhibition; P61081+Q13564; TR-FRET cullin neddylation, biochemical; calls only at 25 µM; 360,000 tested, 0.58% active; in the data active means inhibition above about 36%
MsrA inhibitor – inhibitors of bovine MsrA | purified bovine MsrA, absorbance read-out | inhibition, % at 15.5 µM | 360,000 tested, 0.75% active; in the data active means inhibition above about 4.5%;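 further: 0% = vehicle wells with enzyme and 100% = reference inhibitor wells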
Rin1 Abl inh – blocks binding of human Rin1 to Abl | TR-FRET Rin1/Abl binding, biochemical | inhibition, % at 7.35 µM | 360,000 tested, 0.4% active | P00519+Q13671; in the data active means inhibition above about 5%, passing the limit was not always enough
CendR NRP1 mod – alters CendR peptide binding to human NRP-1 | FAM-RPARPAR peptide binding to NRP-1, fluorescence polarization | O14786 | 360,000 tested, 0.85% active | inhibition, % at 25 µM;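 active means inhibition or corrected inhibition above about 18%, plus a signal ratio from 0.5 to 1.5, limit read from the data, passing the limit was not always enough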; further: strong numbers were not always called active
Target sequence (O14786 whole entry, looked up): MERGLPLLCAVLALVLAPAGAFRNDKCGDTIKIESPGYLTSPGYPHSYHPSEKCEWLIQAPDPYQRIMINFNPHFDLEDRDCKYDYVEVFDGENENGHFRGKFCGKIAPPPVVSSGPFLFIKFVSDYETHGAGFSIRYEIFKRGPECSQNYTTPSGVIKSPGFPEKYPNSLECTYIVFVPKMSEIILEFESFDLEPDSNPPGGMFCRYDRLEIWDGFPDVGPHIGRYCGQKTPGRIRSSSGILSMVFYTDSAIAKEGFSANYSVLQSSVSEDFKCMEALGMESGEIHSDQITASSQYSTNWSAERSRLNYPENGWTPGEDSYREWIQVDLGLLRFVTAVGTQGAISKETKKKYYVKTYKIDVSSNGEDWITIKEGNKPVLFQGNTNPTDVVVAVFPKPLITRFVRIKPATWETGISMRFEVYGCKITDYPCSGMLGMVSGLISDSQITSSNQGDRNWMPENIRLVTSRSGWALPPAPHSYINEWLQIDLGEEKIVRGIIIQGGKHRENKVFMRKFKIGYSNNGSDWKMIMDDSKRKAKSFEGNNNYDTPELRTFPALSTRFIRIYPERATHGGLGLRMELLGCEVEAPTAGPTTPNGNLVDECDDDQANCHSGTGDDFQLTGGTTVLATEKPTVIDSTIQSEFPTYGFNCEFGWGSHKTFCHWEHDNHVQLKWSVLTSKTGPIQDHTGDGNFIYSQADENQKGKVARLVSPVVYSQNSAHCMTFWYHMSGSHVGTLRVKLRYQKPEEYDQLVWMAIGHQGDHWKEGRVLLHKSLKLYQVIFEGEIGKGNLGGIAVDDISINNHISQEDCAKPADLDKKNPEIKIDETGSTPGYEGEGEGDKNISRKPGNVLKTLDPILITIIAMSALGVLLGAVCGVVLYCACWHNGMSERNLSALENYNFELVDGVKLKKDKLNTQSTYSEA
Numbers without * were called inactive; i = inactive; / = not tested or not shown.

Every second line gives: MT1-MMP act inh	FAS-TE inh	SKN-1 block	MsrA act	eLon inh	Neddylation inh	MsrA inhibitor	Rin1 Abl inh	CendR NRP1 mod
> C/C(=N\NC(=O)c1ccc(Cl)c(Cl)c1)c1ccccn1
 : 15	7	-1	-1	-7	i	0.9	-1	-3
> COc1cccc(/C=N/Nc2cc(Cl)nc(C)n2)c1O
 : -6	-3	-5	-15	5	i	1.5	1	18
> O=C(CN1CCN(S(=O)(=O)c2ccc3ccccc3c2)CC1)NC(=O)NC1CCCCC1
 : 2	31	4	-2	6	i	3.0	-3	0
> Cc1nc(SCc2cccc(F)c2)[nH]c(=O)c1C#N
 : 2	-4	8	-3	-9	i	-0.8	2	10
> C=CCN1C(=O)N/C(=C/c2ccc(C)o2)C1=O
 : -3	0	-1	-5	12	i	0.3	8	0
> Cc1cc(NCCCCO)n2c(nc3ccccc32)c1C#N
 : 6	-3	15	-4	-12	/	0.2	0	-55
> Nc1ccc(S(=O)(=O)c2ccc(N)c(N)c2)cc1
 : -3	-4	0	-9	-4	i	1.3	-1	2
> CC(C)CN1C(=O)C(=O)N(CC(=O)N(C)CC(=O)Nc2ccc(Cl)c(C(F)(F)F)c2)C1=O
 : 4	13	-8	-5	-10	i	0.0	0	-2
> CC1=CC(C)(C)n2c(O)c(C3=NC(=S)NC3=O)c3cc(OC(=O)c4cccc5ccccc45)cc1c32
 : 7	22	-1	2	1	i	0.3	-3	10
> C/C(=N/NS(=O)(=O)c1ccc(C(C)C)cc1)c1ccncc1
 : 0	-6	5	-2	0	i	0.8	0	18
> CC1CCCN(C(=O)CSc2nc3ccccc3o2)C1 (centres undefined)
 : 2	-6	-6	0	-2	i	-0.3	1	16
> CCN(CCn1cccn1)C(=O)c1cc(COc2c(F)cccc2F)on1
 : 3	-3	-1	-11	0	i	-0.1	-1	3
> CCCCN(C=O)c1c(CC)nc2c(OCc3ccc(C(F)(F)F)cc3)cccn12
 : -6	29	-3	1	6	i	-0.2	0	7
> COc1ccc(C(=O)OC2CCN(C)CC2)cc1
 : 0	-5	33	-4	0	i	1.6	-4	11
> CC1CCN(S(=O)(=O)c2cccc(C(=O)NC3CCCC3)c2)CC1
 : 2	0	19	-2	0	i	1.8	-3	16
> COc1ccc(NC(=O)C2CCCN(S(=O)(=O)c3cccc4nonc34)C2)c(OC)c1 (centres undefined)
 : 2	-1	5	-5	-7	i	0.2	-1	-11
> Cc1cccc(NC(=O)C2CCN(S(=O)(=O)c3ccc4c(c3)OCCCO4)CC2)n1
 : 1	6	18	-2	-5	i	0.5	1	12
> COc1ccc(CC(=O)Nc2ccc(F)c(Cl)c2)cc1S(=O)(=O)N1CCOCC1
 : 3	4	-12	-6	-6	i	1.0	3	-2
> Cn1ncc(N)c1C(=O)Nc1cccc(C(F)(F)F)c1
 : 8	3	5	-3	9	i	0.4	1	0
> CSC1(SC2=NCCN2)SC2(NCCN2)S1
 : 2	-2	19	-4	-5	i	0.7	3	7
> OC(COc1ccc(Br)cc1)CN1CCCC1 (centres undefined)
 : 1	-3	6	-4	-1	i	0.0	1	15
> COc1ccc(NC(=O)CCCn2c(=O)c3sccc3n(Cc3ccccc3C)c2=O)cc1
 : 3	10	8	-5	-7	i	-0.8	-5	-4
> COC(=O)C(=CC(=CN(C)C)C=C(C(=O)OC)C(=O)OC)C(=O)OC
 : 0	-6	10	-5	2	i	4.5*	-2	9
> O=C(NC1CCCCC1)C(c1ccncc1)N(Cc1ccc2c(c1)OCO2)C(=O)c1cnsn1 (centres undefined)
 : 1	2	5	-2	0	i	1.1	-1	-1
> N#CC/C(N)=N/Nc1nc2ccccc2nc1Cc1ccccc1
 : -12	17	12	-12	-16	i	-1.1	-1	-35
> COC(=O)c1ccc(CNC(=O)/C=C/[C@H]2O[C@@H](n3cc(C)c(=O)[nH]c3=O)C[C@@H]2O)cc1
 : 2	-13	4	0	7	i	0.7	0	-5
> CCOc1ccc2[nH]cc(C(=O)O)c(=O)c2c1
 : 1	-10	4	-3	-11	i	0.6	4	12
> O=C(O)CSc1c(Cl)c(=O)oc2ccc(Cl)cc12
 : -3	2	3	-4	-1	i	1.3	5	-11
> CSCC(C)N1CCC(n2nccc2NC(=O)c2ccccc2C)CC1 (centres undefined)
 : -5	-4	23	-3	-5	i	0.1	-1	6
> O=C(CCC(=O)c1ccc(F)cc1)OCc1nnc(-c2ccc([N+](=O)[O-])cc2)o1
 : 3	25	-2	-2	-8	i	-0.1	-1	2

(next part)
Every second line gives: MT1-MMP act inh	FAS-TE inh	SKN-1 block	MsrA act	eLon inh	Neddylation inh	MsrA inhibitor	Rin1 Abl inh	CendR NRP1 mod
> CN(C)S(=O)(=O)c1cccc(NC(=O)COC(=O)c2ccc(Br)o2)c1
 : 4	-3	15	-4	4	i	-0.4	2	-4
> CC(C)CNC(=O)c1ccc(-c2ccc(F)c(F)c2)c2ccoc12
 : 1	18	11	-5	0	i	1.5	0	4
> CCC1(C)CC(CCN(Cc2ccco2)C(C)=O)(c2ccccc2)CCO1 (centres undefined)
 : -5	4	-3	-2	2	i	-0.9	2	-8
> CCC[n+]1cn(/C(C(=S)Nc2cccc(Cl)c2C)=C(/[O-])c2ccc(OC)c(OC)c2)c2ccccc21
 : -3	-11	6	-7	-5	i	1.0	6	4
> COC(=O)c1ccc(Cl)c(NC(=O)NC23CC4CC(CC(C4)C2)C3)c1
 : -5	20	-5	-4	3	i	0.2	1	0
> COc1ccc(S(=O)(=O)NCc2ccccc2Cl)cc1OC
 : 2	-1	-14	0	-5	i	0.8	-3	-10
> CCc1ccc(NC(=O)CSc2nnc(Cn3c(=O)sc4ccccc43)n2C)cc1
 : -1	7	-5	-3	-1	i	0.1	1	-17
> O=C(COC(=O)CNC(=O)C1CCCCC1)NCc1ccc(Cl)cc1
 : 1	0	-2	-4	-6	i	0.2	2	-6
> Cc1ccc(NC(=O)C2CC2c2ccccc2)c([N+](=O)[O-])c1 (centres undefined)
 : -1	12	18	-3	-2	i	-0.2	1	4
> CCN(CC)CCCNc1ncnc2scc(-c3ccc(F)cc3)c12
 : -13	-4	4	1	-12	i	-0.1	-1	-4
> Cc1onc(-c2c(F)cccc2Cl)c1C(=O)OCN1C(=O)c2ccccc2C1=O
 : 1	20	21	0	0	i	1.5	5	14
> CC1(c2ccccc2)NC(=O)N(CC(=O)Nc2cc(Cl)ccc2N2CCOCC2)C1=O (centres undefined)
 : -1	4	-4	-1	-1	i	1.0	0	3
> Cc1ccc(C)c(C(C)NC(=O)C2CC=CCC2C(=O)O)c1 (centres undefined)
 : 4	-6	10	0	7	i	1.2	1	9
> CC(C)c1ccc(NC(=S)NN2C(C)CCCC2C)cc1 (centres undefined)
 : 3	5	0	-5	0	i	1.7	1	0
> C(#CC1CCCCC1)c1ccc2c(c1)COc1c3ccccc3nn1-2
 : 1	7	0	-3	7	i	0.1	0	-6
> Cc1cc2c(cc1S(=O)(=O)C(C)CC(=O)NCc1ccco1)OCC(=O)N2 (centres undefined)
 : -2	-6	-14	-6	-2	i	-0.8	3	4
> CC(C)C(C)(C#N)NC(=O)CSc1nnc(C(F)(F)F)n1C (centres undefined)
 : 0	-4	16	3	-4	i	-1.5	1	-6
> CN1CCN(CCc2nc3cc(NC(=O)COc4ccccc4)ccc3n2C)CC1
 : 4	-5	17	1	-1	i	0.4	4	11
> Cc1ccc(NC(=O)C(C)OC(=O)C2CC3CCCC(C2)C3=O)cc1S(=O)(=O)N1CCOCC1 (centres undefined)
 : -4	-1	-12	-5	-12	i	0.1	4	-10
> CC12COC3(C(=O)Nc4ccc5ccccc5c4)CC1CCC32C (centres undefined)
 : -1	16	-12	0	-5	i	-0.1	2	-11
> O=C(NC1CCCCCC1)C1CCN(C(=O)c2cccc(Cl)c2)CC1
 : 4	1	-7	-6	-6	i	-0.3	-2	4
> CN1CCN(c2nc(-c3ccncc3)nc3ccccc23)CC1
 : -6	-9	-20	-8	-2	i	2.7	2	0
> [O-]/C(=C(\C(=S)Nc1ccc(SC(F)F)cc1)[n+]1cccc(CO)c1)c1ccc(Cl)s1
 : -4	16	3	-3	-12	i	1.2	-1	-34
> COC(=O)C1(Cc2ccc(O)c(CC3OC3(C)C)c2)OC(=O)C(O)=C1c1ccc(O)cc1 (centres undefined)
 : 4	-2	10	-3	-2	i	1.4	-1	-6
> CCOC(=O)C1=NOC2C3CC(C12)C1C(=O)N(CCc2ccc(OC)c(OC)c2)C(=O)C31 (centres undefined)
 : 3	-2	0	-2	-1	i	-0.3	1	7
> COc1c(C)cc(C(=O)C2CCCN(C(=O)c3cc(C)on3)C2)cc1C (centres undefined)
 : 5	-5	6	-1	4	i	-0.6	1	3
> Cc1c(Cl)cccc1NC(=S)NCc1ccc(Cl)cc1
 : -1	1	-25	1	-3	i	-1.1	-1	4
> O=C1CN(C(=O)COC(=O)c2cnc(Cl)c(Cl)c2)c2ccccc2N1
 : 0	-5	-11	0	-3	i	1.1	-2	-4
> COc1cc(NC(=O)CNC(=O)Cn2c(C)cc3ccccc3c2=O)cc(OC)c1OC
 : 6	-1	3	-2	-3	i	0.1	1	6

Reformatted: results already given
COc1cc(NC(=O)CNC(=O)Cn2c(C)cc3ccccc3c2=O)cc(OC)c1OC
  MT1-MMP act inh: 6 | FAS-TE inh: -1 | SKN-1 block: 3 | MsrA act: -2 | eLon inh: -3 | Neddylation inh: i | MsrA inhibitor: 0.1 | Rin1 Abl inh: 1 | CendR NRP1 mod: 6

COC(=O)c1ccc(Cl)c(NC(=O)NC23CC4CC(CC(C4)C2)C3)c1
  MT1-MMP act inh: -5 | FAS-TE inh: 20 | SKN-1 block: -5 | MsrA act: -4 | eLon inh: 3 | Neddylation inh: i | MsrA inhibitor: 0.2 | Rin1 Abl inh: 1 | CendR NRP1 mod: 0

Some of these compounds in order of length of the SMILES, low to high:
Every second line gives: MT1-MMP act inh	FAS-TE inh	SKN-1 block	MsrA act	eLon inh	Neddylation inh	MsrA inhibitor	Rin1 Abl inh	CendR NRP1 mod
> Cc1c(Cl)cccc1NC(=S)NCc1ccc(Cl)cc1
 : -1	1	-25	1	-3	i	-1.1	-1	4
> CC(C)c1ccc(NC(=S)NN2C(C)CCCC2C)cc1 (centres undefined)
 : 3	5	0	-5	0	i	1.7	1	0
> COc1ccc(S(=O)(=O)NCc2ccccc2Cl)cc1OC
 : 2	-1	-14	0	-5	i	0.8	-3	-10
> Cc1ccc(C)c(C(C)NC(=O)C2CC=CCC2C(=O)O)c1 (centres undefined)
 : 4	-6	10	0	7	i	1.2	1	9
> CC(C)C(C)(C#N)NC(=O)CSc1nnc(C(F)(F)F)n1C (centres undefined)
 : 0	-4	16	3	-4	i	-1.5	1	-6
> C(#CC1CCCCC1)c1ccc2c(c1)COc1c3ccccc3nn1-2
 : 1	7	0	-3	7	i	0.1	0	-6
> CN1CCN(CCc2nc3cc(NC(=O)COc4ccccc4)ccc3n2C)CC1
 : 4	-5	17	1	-1	i	0.4	4	11
> O=C1CN(C(=O)COC(=O)c2cnc(Cl)c(Cl)c2)c2ccccc2N1
 : 0	-5	-11	0	-3	i	1.1	-2	-4
> COC(=O)c1ccc(Cl)c(NC(=O)NC23CC4CC(CC(C4)C2)C3)c1
 : -5	20	-5	-4	3	i	0.2	1	0
> COc1cc(NC(=O)CNC(=O)Cn2c(C)cc3ccccc3c2=O)cc(OC)c1OC
 : 6	-1	3	-2	-3	i	0.1	1	6
> CC1(c2ccccc2)NC(=O)N(CC(=O)Nc2cc(Cl)ccc2N2CCOCC2)C1=O (centres undefined)
 : -1	4	-4	-1	-1	i	1.0	0	3
> [O-]/C(=C(\C(=S)Nc1ccc(SC(F)F)cc1)[n+]1cccc(CO)c1)c1ccc(Cl)s1
 : -4	16	3	-3	-12	i	1.2	-1	-34

Source: PubChem (several laboratories)
